Bioassay records from PubChem BioAssay.
Apaf1 inhib = inhibitors of human Apaf-1 apoptosome. O14727. reconstituted apoptosome caspase-3 activity, DEVD-Rh110 fluorescence. inhibition, % at 20 µM. actives 0.71% (n = 330,000); active means inhibition of at least 40% at 20 µM;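 further: plate controls were DMSO wells for no effect and DEVD-CHO caspase inhibitor wells for full effect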
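Material: reconstituted apoptosome with Apaf-1, cytochrome c, caspase-9, procaspase-3, dATP. Technique: Rh110 fluorescence intensity. Buffer or medium: pH 7.5 Hepes buffer with CHAPS, BSA, DTT. Times: 30 min plus 50 min, RT.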
Gli-Sufu block = antagonists of Gli-Sufu signaling; Sufu-KO-LIGHT fibroblasts, Gli luciferase reporter luminescence; inhibition, % at 5 µM; actives 0.74% (n = 340,000); AID 588413;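 active means inhibition above about 55%, limit read from the data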;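 further: 0% = DMSO-treated cells and 100% = wells with medium but no cells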
Jurkat NFkB inh = lowers PMA/ionomycin-induced NF-kB signal in Jurkat cells. actives 0.53% (n = 330,000). AID 435003. PMA/ionomycin-induced NF-kB luciferase reporter, luminescence. inhibition, % at 4 µM
697 NFkB inh = lowers PMA/ionomycin-induced NF-kB signal in 697 B cells; 697 B-cell NF-kB luciferase reporter, 16 h; actives 0.33% (n = 330,000); inhibition, % at 4 µM; in the data active means inhibition above about 35%
SENP7 inh = blocks the human protease SENP7; AID 434973; Q9BQF6; actives 1.5% (n = 330,000); inhibition, % at 5 µM; recombinant SENP7, Z-RLRGG-aminoluciferin luminescence, 40 min;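 active means inhibition above about 50% at the single test dose, limit read from the data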;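 further: plate controls were DMSO with enzyme for no effect and no enzyme buffer wells for full effect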
Target sequence (Q9BQF6 706-1050 limits assumed): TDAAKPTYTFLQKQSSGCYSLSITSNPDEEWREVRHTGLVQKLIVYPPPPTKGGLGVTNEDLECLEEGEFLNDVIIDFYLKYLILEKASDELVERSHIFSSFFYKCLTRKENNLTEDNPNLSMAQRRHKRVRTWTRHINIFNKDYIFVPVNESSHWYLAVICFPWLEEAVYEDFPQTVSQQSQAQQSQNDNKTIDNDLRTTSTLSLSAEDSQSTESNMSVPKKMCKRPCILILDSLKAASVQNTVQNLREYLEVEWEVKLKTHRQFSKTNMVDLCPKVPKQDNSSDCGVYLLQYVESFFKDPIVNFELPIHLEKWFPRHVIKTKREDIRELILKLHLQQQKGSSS
UBC13 polyUb = inhibitors of human UBC13 polyubiquitin chain formation | P61088 | TR-FRET | inhibition, % at 20 µM | actives 0.47% (n = 330,000) | AID 485273; in the data active means inhibition above about 45%, passing the limit was not always enough
Target sequence (P61088 whole entry, looked up): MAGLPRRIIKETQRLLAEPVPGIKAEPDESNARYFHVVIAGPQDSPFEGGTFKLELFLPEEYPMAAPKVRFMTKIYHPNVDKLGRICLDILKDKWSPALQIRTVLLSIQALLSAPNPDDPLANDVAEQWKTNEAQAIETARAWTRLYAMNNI
HKDC1 inhibitor = blocks human hexokinase HKDC1 activity; recombinant HKDC1, G6PDH/diaphorase resazurin coupled fluorescence; inhibition, % at 20 µM; actives 0.16% (n = 340,000); Q2TB90; AID 493160;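 active means inhibition above about 35% when tested at 20 µM, limit read from the data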;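 further: plate controls were DMSO wells with enzyme for no effect and DMSO wells lacking enzyme for full effect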
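Test system: Recombinant HKDC1 (HK5) hexokinase enzyme, produced in-house | Input: HKDC1 at 5 µg/mL | Buffer or medium: Tris pH 8.0 buffer with MgCl2, Tween-20, BSA, BME | Schedule: 90 min reaction incubation at room temperature, dark | Technique: Resazurin-to-resorufin fluorescence via G6PDH and diaphorase coupling, 525/613 nm | Controls: DMSO wells with and without enzyme mix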
SENP8 inh = inhibitors of human SENP8 protease | actives 1.2% (n = 330,000) | inhibition, % at 10 µM | Q96LD8 | purified SENP8, Z-RLRGG-aminoluciferin cleavage, luminescence
Target sequence (Q96LD8 whole entry, looked up): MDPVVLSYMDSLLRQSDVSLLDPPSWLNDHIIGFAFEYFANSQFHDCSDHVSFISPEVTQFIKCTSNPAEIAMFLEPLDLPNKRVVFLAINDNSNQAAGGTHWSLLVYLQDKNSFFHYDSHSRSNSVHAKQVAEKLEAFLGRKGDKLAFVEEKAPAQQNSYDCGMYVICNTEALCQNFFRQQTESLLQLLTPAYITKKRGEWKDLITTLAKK
Numbers without * were called inactive; nt = no result given. Unless noted, no stated cut-off is given here; in the data, active means inhibition above about 50%; inactive means the rest. This is a random part of the collection; 3.6% or so of the library scored in one or more.

SMILES | Apaf1 inhib | Gli-Sufu block | Jurkat NFkB inh | 697 NFkB inh | SENP7 inh | UBC13 polyUb | HKDC1 inhibitor | SENP8 inh
Cc1ccc(-c2csc(/C=C3\SC(C)C(=O)N3CC(=O)Nc3ccccc3F)n2)cc1 (centres undefined) | -7 | -5 | 6 | 6 | 1 | -28 | -2 | -4
Cc1[nH]n(C(N)=S)c(=O)c1N=Nc1cccc([N+](=O)[O-])c1C | -3 | -25 | -30 | -120 | 71* | -11 | -27 | 88*
CC(=O)C[C@@H](O)CC(=O)[C@H]1OC(=O)[C@H](C)CCCCc2ccccc21 | -8 | 9 | 5 | -1 | -2 | -3 | 0 | 2
Cc1ccc(C)c(CSC2=NCCN2C(=O)c2cccs2)c1 | 3 | nt | 6 | 15 | -13 | -11 | 2 | -10
O=C(CNCc1ccco1)Nc1ccc(Oc2ccccc2)cc1 | 8 | 4 | 7 | -5 | 8 | 7 | -5 | -5
Cc1ccc(C(=O)NNc2cc(N3CCCC3)nc(N3CCCC3)n2)cc1 | 97* | 12 | -3 | -22 | 42 | -32 | 11 | 95*
O=c1cc(-c2ccc(O)cc2)oc2c([C@@H]3O[C@H](CO)[C@@H](O)[C@H](O)[C@H]3O)c(O)c([C@@H]3O[C@H](CO)[C@@H](O)[C@H](O)[C@H]3O)c(O)c12 | -8 | -1 | 0 | 19 | -1 | -6 | 0 | -1
O=C(N[C@@H](c1ccccc1)[C@@H]1C[C@H]1C(=O)O)OCc1ccccc1 | -4 | 4 | 12 | 16 | -9 | 0 | -6 | -5
CCOc1cc(/C=C/c2ccc3cccc([N+](=O)[O-])c3n2)ccc1OCC(=O)N(C)C | 1 | 4 | 10 | -28 | -2 | -12 | 7 | 5
Cc1ccsc1C(=O)N1CCC(CO)(Cc2ccccc2)CC1 | 9 | -1 | -7 | 5 | -6 | -7 | -11 | -6
COc1ccccc1NC(=O)N(Cc1ccco1)Cc1cc2cc(C)cc(C)c2[nH]c1=O | 20 | -2 | 13 | 14 | -3 | 4 | -2 | 3
CC(O)CNC12CC3CC(CC(C3)C1)C2 (centres undefined) | -4 | 3 | -10 | 0 | 5 | -3 | 5 | 1
CCCCC(=O)Nc1ccc2c(c1)nc(CCNC(=O)c1ccco1)n2C | -3 | -14 | -6 | -22 | 6 | -1 | -1 | -9
CCc1ccccc1NC1Nc2cc(C)nn2S1 (centres undefined) | -1 | 3 | -25 | -13 | 6 | -8 | -6 | 0
O=C(Cc1ccc(-n2c(=O)c3sccc3n(CC(=O)Nc3ccccc3F)c2=O)cc1)NCc1ccco1 | -12 | -6 | 7 | -4 | 1 | -5 | 3 | -7
COC(=O)c1ccccc1NS(=O)(=O)c1ccc(NC(C)=O)cc1 | 6 | nt | -9 | -2 | 8 | 1 | -2 | 1
CC(C)(C)Nc1nc(NN)nc(NC(C)(C)C)n1 | 1 | 6 | 14 | 25 | 3 | 14 | -14 | -2
CC1CCC2C(=O)N(c3ccc(S(=O)(=O)c4ccccc4)cc3)C(=O)C2C1 (centres undefined) | 7 | 15 | 3 | -3 | -3 | -2 | -2 | -8
CN(C)CCN1C(=O)C(=O)/C(=C(/O)c2ccc(F)cc2)C1c1ccccc1 (centres undefined) | 4 | 10 | -5 | 9 | -8 | -4 | -10 | -8
COc1ccc(C2N=C(N)N=C(N)N2c2ccccc2)cc1OC (centres undefined) | -28 | -2 | -6 | 10 | 2 | 2 | -10 | 1
CC(=O)c1cccn1S(=O)(=O)c1ccccc1 | -1 | 0 | -12 | -1 | 10 | 8 | -6 | 3
CNc1nc(C)cc(C)c1S(=O)(=O)c1ccc(Cl)cc1 | 3 | 48 | 5 | 11 | -2 | 10 | 11 | 7
COc1ccc(C(=O)Nc2nnc(C3=COCCO3)o2)cc1 | 16 | 0 | -15 | -22 | 9 | -15 | 4 | 0
COc1ccc(OC)c(S(=O)(=O)N2CCC(C(=O)Nc3ccccc3)CC2)c1 | 3 | 30 | 8 | 6 | -3 | 0 | -6 | -3
CNC(=O)Cn1c(C)cc(=O)c2cccc(OC)c21 | -1 | 2 | 6 | 28 | 6 | 3 | -2 | 0

Part of the list above, limited to 697 NFkB inh and Jurkat NFkB inh:
compound	697 NFkB inh	Jurkat NFkB inh
COc1ccccc1NC(=O)N(Cc1ccco1)Cc1cc2cc(C)cc(C)c2[nH]c1=O	14	13
CC(O)CNC12CC3CC(CC(C3)C1)C2 (centres undefined)	0	-10
CCCCC(=O)Nc1ccc2c(c1)nc(CCNC(=O)c1ccco1)n2C	-22	-6
CCc1ccccc1NC1Nc2cc(C)nn2S1 (centres undefined)	-13	-25
O=C(Cc1ccc(-n2c(=O)c3sccc3n(CC(=O)Nc3ccccc3F)c2=O)cc1)NCc1ccco1	-4	7
COC(=O)c1ccccc1NS(=O)(=O)c1ccc(NC(C)=O)cc1	-2	-9

(more compounds)
SMILES | Apaf1 inhib | Gli-Sufu block | Jurkat NFkB inh | 697 NFkB inh | SENP7 inh | UBC13 polyUb | HKDC1 inhibitor | SENP8 inh
CC(=O)c1ccc(NC(=S)NCc2cccnc2)cc1 | -1 | -1 | -20 | 0 | -1 | -8 | -5 | -5
N#C/C(=C/c1cccnc1)c1ccccc1 | 4 | -5 | -18 | -1 | -17 | -10 | -9 | -15
COc1ccc(CCNC(=O)Cn2nnc(C(=O)Nc3ccc(Br)cc3)c2N)cc1OC | -4 | -22 | 4 | -6 | -3 | 7 | 7 | -5
Cc1ccccc1NC(=O)N1CCNC(=O)C1CC(=O)Nc1cc(Cl)ccc1Cl (centres undefined) | -5 | 4 | 3 | -4 | -7 | 6 | -5 | -3
O=C(CSc1ccc(Cl)cc1)Nc1nnc(-c2ccco2)o1 | 6 | -6 | -5 | 15 | 4 | -6 | -3 | -1
Cc1csc2nc3ccccc3c(=O)n12 | -5 | -4 | -5 | 22 | -3 | 13 | 1 | -2
CCn1c2ccccc2c2cc(/C(C)=N/O)ccc21 | 9 | 7 | -4 | -3 | 1 | 12 | 6 | -3
c1ccc2c3c([nH]c2c1)-c1[nH]ncc1CC3 | 1 | 1 | 2 | -10 | 1 | 26 | -2 | -13
Cc1cc(/C=C2/NC(=O)N(Cc3ccccc3F)C2=O)c(C)n1C(C)C | -3 | 47 | 8 | 8 | 2 | 2 | -2 | 3
CC(C[N+](C)(C)C)OC(N)=O (centres undefined) | -5 | -4 | 11 | 12 | 7 | 4 | -8 | 2
CC(C)(C)OC(=O)NCCCCCNC(=O)c1[nH]cnc1C(=O)Nc1ccccc1 | 13 | 5 | 3 | -17 | 8 | -15 | 6 | -9
CC(C)CC(NC(=O)c1ccc(Cl)cc1Cl)C(=O)O (centres undefined) | -7 | -3 | -6 | 2 | 0 | 0 | -4 | -11
O=C(O)CCCC(=O)N1CCN(c2cccc(Cl)c2)CC1 | 7 | -14 | 7 | 16 | -2 | 7 | -3 | 1
COc1ccc(NC(=O)CCSc2nc(C)cs2)cc1 | 5 | -25 | -41 | -41 | -8 | -11 | -5 | -5
O=C(NCCS(=O)(=O)N1CCN(c2ccccc2F)CC1)c1ccc(Cl)cc1 | 6 | -5 | -5 | 15 | 10 | -6 | -4 | -16
Cc1cc(C(=O)NNC(=O)CN2C(=O)NC3(CCCCC3)C2=O)c(C)o1 | -4 | 4 | 11 | 17 | 1 | -6 | 0 | -1
COC(=O)CN(c1cccc(C(C)=O)c1)S(C)(=O)=O | -22 | 0 | -24 | -50 | 5 | -1 | -10 | -3
COc1ccc(OC)c(NC(=O)c2cc3n(n2)C(C(F)(F)F)CC(c2ccc4c(c2)OCO4)N3)c1 (centres undefined) | 7 | -4 | 6 | 15 | 14 | -5 | 17 | 1
CN(CC(=O)Nc1ccc(F)cc1)C(=O)c1cc2c(s1)CCCCC2 | 15 | 2 | 6 | 7 | 2 | 4 | -1 | 2
Cc1cc2c(NCc3ccccc3)ncnc2s1 | -1 | 41 | 13 | -29 | -13 | -6 | 0 | -7
COC(=O)c1sc(NC(=O)c2cc(-c3ccccc3)nc3ccccc23)c(C#N)c1C | 7 | 69* | -6 | 21 | 1 | -13 | -4 | -3
Cc1cccc(NC(=O)C(C)C(=O)c2ccccc2)c1 (centres undefined) | -12 | 2 | 0 | 12 | -4 | 6 | 1 | 2
Cc1[nH]n(C)c(=O)c1C(=O)c1c(-c2c(Cl)cccc2Cl)noc1C | 5 | 13 | 14 | -23 | 10 | 4 | 0 | -1
O=C(NCC(=O)N1CCN(C(=O)c2ccco2)CC1)c1ccc(Cl)cc1 | 2 | nt | 8 | 2 | -6 | -4 | -3 | 8
CCCCOC(=O)C1=C(C)NC2=C(C(=O)CCC2)C1c1cc(OC)ccc1OC (centres undefined) | 7 | -15 | -1 | -19 | -12 | 8 | 1 | 3

SENP7 inh: what is marked active above
canonical_smiles | Jurkat NFkB inh | 697 NFkB inh | SENP7 inh | UBC13 polyUb | HKDC1 inhibitor
Cc1[nH]n(C(N)=S)c(=O)c1N=Nc1cccc([N+](=O)[O-])c1C | -30 | -120 | 71* | -11 | -27

Taken from above.
Under Apaf1 inhib, COc1ccc(NC(=O)CCSc2nc(C)cs2)cc1 shows 5
Under Gli-Sufu block, COC(=O)c1sc(NC(=O)c2cc(-c3ccccc3)nc3ccccc23)c(C#N)c1C shows 69*
Under SENP7 inh, c1ccc2c3c([nH]c2c1)-c1[nH]ncc1CC3 shows 1

Other entries:
SMILES | Apaf1 inhib | Gli-Sufu block | Jurkat NFkB inh | 697 NFkB inh | SENP7 inh | UBC13 polyUb | HKDC1 inhibitor | SENP8 inh
COC(=O)C1=C(N)OC2=C(C(=O)CC(C)(C)C2)C1c1cc2c(cc1Cl)OCO2 (centres undefined) | 7 | 8 | 1 | 16 | 7 | -3 | -7 | 4
Cc1cc(C)cc(NC(=O)C(NCCN2CCOCC2)c2ccccc2)c1 (centres undefined) | 3 | -4 | -9 | -3 | -17 | -7 | -1 | -8
O=C(NC(=S)NNC(=O)c1cnccn1)c1ccc(F)cc1 | -18 | 6 | 7 | 23 | 4 | 20 | -48 | 15
CCc1nnc(NC(=O)CSc2nnc(CNc3cccc(C)c3)n2-c2ccccc2)s1 | 18 | 4 | -23 | -9 | 1 | 2 | 1 | -3
O=C(NC(=O)N1CCCCCC1)c1ccc(Cl)cc1 | 0 | 0 | -11 | -15 | -6 | 4 | -4 | 5
CC(C)(C)c1ccc(NC(=O)COC(=O)CCc2nc3ccccc3c(=O)[nH]2)cc1 | -11 | -5 | -3 | -9 | 0 | 10 | 0 | 5
CC1CCN(c2ccc(NC(=O)c3cccnc3)cc2)CC1 | -4 | -33 | -31 | -29 | -4 | -2 | 1 | -10
CSc1nnc(-c2cc(-c3ccc(C)cc3)nc3ccccc23)o1 | 14 | -1 | 11 | -4 | 2 | 31 | -7 | -6
Cn1c(CCN2CCCCC2)nc2cc(NC(=O)COc3ccc([N+](=O)[O-])cc3)ccc21 | 2 | 11 | -10 | -4 | 3 | 4 | 2 | 2
Cc1ccc(C)c(S(=O)(=O)ON2C(=O)c3ccccc3C2=O)c1 | -5 | 5 | 8 | 5 | 8 | 18 | 12 | 4
COc1ccc(C(=O)Nc2nc(CC(=O)NCCc3cccc(OC)c3)cs2)cc1 | 13 | 0 | -11 | -22 | 11 | 2 | -2 | -13
Cn1nc(C(=O)Nc2cccc(S(=O)(=O)N3CCOCC3)c2)c2ccccc2c1=O | 7 | 23 | 2 | 5 | 6 | 4 | -3 | 1
O=C(CC1SC(=Nc2ccccc2)N(CCO)C1=O)Nc1ccccc1 (centres undefined) | 1 | 2 | -12 | -4 | -6 | 3 | -1 | 0
FC(F)(F)c1ccccc1C1=CC(c2ccccc2)n2ncnc2N1 (centres undefined) | -5 | -5 | 6 | 5 | -9 | 12 | 0 | -13
O=C(COC(=O)c1ccco1)Nc1cc(S(=O)(=O)N2CCCCC2)ccc1Cl | 8 | 5 | 0 | 20 | 9 | -1 | 0 | -3
CCOc1ccc(S(=O)(=O)NCc2cccnc2)cc1C(C)C | 8 | -8 | -10 | -8 | -17 | -1 | 3 | -6
Cc1ccccc1NS(=O)(=O)c1ccc(C(=O)N2CCN(c3ccccn3)CC2)cc1 | 6 | 27 | 2 | 5 | 6 | 2 | -7 | 13
